# From PubChem
# Scp-1 inhibitor = Scp-1 phosphatase inhibitors, primary screen, biochemical, colorimetric, uHTS. AID 493091, 2011. Recombinant Scp1, phosphopeptide, malachite green phosphate absorbance. actives 0.88% (n = 340,000). inhibition, % at 20 µM;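 active = inhibition above about 50% at 20 µM, limit read from the data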;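 note: plate controls were DMSO wells with enzyme for no effect and wells lacking enzyme for full effect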
# Target sequence (Q9GZU7 76-261 limits assumed): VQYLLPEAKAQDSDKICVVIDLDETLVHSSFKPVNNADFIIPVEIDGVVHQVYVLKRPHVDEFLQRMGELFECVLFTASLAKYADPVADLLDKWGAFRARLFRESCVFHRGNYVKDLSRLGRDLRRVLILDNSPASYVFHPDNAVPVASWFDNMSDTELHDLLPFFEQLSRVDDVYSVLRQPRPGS
#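 Test system: SCP-1 catalytic domain; Buffer or medium: Acidic Tris acetate buffer with magnesium and detergent; Also added: Phosphorylated 17-residue peptide substrate; Compound: single 20 µM dose, 1% DMSO; Schedule: enzyme reaction 45 min at room temperature, colour 5 min, stabilisation 30 min; Signal: Phosphate-binding colour reagent, absorbance read at 630 nm.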
# DNMT1 block = human DNMT1 methyltransferase inhibitors, primary screen, biochemical, molecular beacon, fluorescence, HinP1I cleavage, uHTS | DNA (cytosine-5)-methyltransferase 1 (Homo sapiens), P26358 | inhibition (reported as % activation of signal), % at 10 µM | actives 0.83% (n = 360,000) | AID 588458, 2011; in the data active = inhibition above about 50%
# LMPTP block = LMPTP phosphatase inhibitors, primary screen, biochemical, fluorescence intensity, uHTS. recombinant LMPTP-A, OMFP fluorogenic substrate. actives 0.22% (n = 360,000). inhibition, % at 20 µM;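 active = compounds that cut the enzyme signal by at least half of the control window in the single-dose screen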;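 note: plate controls were DMSO wells with enzyme plus substrate for no effect and substrate without enzyme for full effect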
#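 Test system – LMPTP-A enzyme · Amount – LMPTP-A at 0.625 nM final in the reaction · Buffer or medium – Bis-Tris pH 6.0, DTT, detergent · Reagent – OMFP 400 µM · Doses – single 20 µM dose · Schedule – reaction 50 min, room temperature, dark · Detection – fluorescence intensity of OMFP turnover product · Evaluation – percent inhibition versus substrate-only and uninhibited controls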
# NadD block = inhibitors of S. aureus NadD, primary screen, biochemical, colorimetric, uHTS; Nicotinate-nucleotide adenylyltransferase NadD (Staphylococcus aureus N315); inhibition, % at 20 µM; purified NadD enzyme, colorimetric absorbance read-out; actives 0.78% (n = 360,000); in the data active = inhibition above about 26%; note: some compounds past the cut are filed as inactive
# CSN deneddyl inh = inhibitors of CSN-mediated cullin deneddylation, primary screen, biochemical, fluorescence polarization, uHTS | COP9 signalosome complex subunit 5 (Homo sapiens), Q92905 | Purified CSN, SCF-Nedd8-OG deneddylation | inhibition, % at 12.5 µM | actives 0.38% (n = 360,000) | AID 651999, 2013;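 active = pattern-corrected inhibition above about 35%, with an unprinted fluorescence ratio check between 0.5 and 1.5, limit read from the data, passing the limit was not always enough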;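 note: 0% = enzyme with substrate and 100% = substrate without enzyme; some results filed as inactive read as strong as hits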
#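 Material: purified human Csn5 enzyme expressed in HEK293T cells / Medium: Tris buffer pH 7.5, NaCl, DTT, Tween-20, trehalose, ovalbumin / Compound dosing: 12.5 µM single point / Schedule: 90 min incubation of compound, enzyme and substrate at room temperature / Signal: fluorescence polarization of the substrate / Control set: no-enzyme wells high, enzyme-with-substrate wells low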
# SUMO1-SIM PPI = modulators of SUMO1 protein-protein interactions, primary screen, biochemical, uHTS. Small ubiquitin-related modifier 1 (Homo sapiens), P63165. SUMO1 binding to a labelled peptide, TR-FRET, 1 h. inhibition, % at 20 µM. actives 0.33% (n = 360,000). AID 602429, 2012; in the data active = inhibition above about 37%
# STEP inh = STEP phosphatase inhibitors, primary screen, biochemical, fluorescence intensity, uHTS. Tyrosine-protein phosphatase non-receptor type 5 (Homo sapiens), P54829. recombinant STEP, OMFP fluorogenic substrate. inhibition, % at 20 µM. actives 0.25% (n = 360,000). AID 588621, 2011;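 active = inhibition at 20 µM, scaled per plate between control wells, above about 37%, limit read from the data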;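 note: 0% = DMSO with enzyme and substrate and 100% = substrate only without enzyme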
# Target sequence (P54829 whole entry, looked up): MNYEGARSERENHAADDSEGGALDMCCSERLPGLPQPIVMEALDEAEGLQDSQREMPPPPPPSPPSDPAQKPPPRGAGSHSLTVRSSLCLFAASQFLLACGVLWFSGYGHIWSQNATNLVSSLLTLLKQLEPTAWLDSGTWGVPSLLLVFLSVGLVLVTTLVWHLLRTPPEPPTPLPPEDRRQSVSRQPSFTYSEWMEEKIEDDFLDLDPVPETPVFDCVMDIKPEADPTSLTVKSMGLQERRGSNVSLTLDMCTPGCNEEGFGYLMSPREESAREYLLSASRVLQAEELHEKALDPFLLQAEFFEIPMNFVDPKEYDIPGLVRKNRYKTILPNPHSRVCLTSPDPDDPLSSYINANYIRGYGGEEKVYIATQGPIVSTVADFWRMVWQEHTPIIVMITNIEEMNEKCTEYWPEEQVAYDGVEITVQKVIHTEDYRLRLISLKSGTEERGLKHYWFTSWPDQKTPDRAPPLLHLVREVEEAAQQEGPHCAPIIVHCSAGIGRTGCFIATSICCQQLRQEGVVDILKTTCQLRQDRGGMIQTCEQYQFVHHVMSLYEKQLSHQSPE
#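 System: STEP phosphatase, cell-free reaction; Buffer or medium: Bis-Tris pH 6.0 buffer with DTT, detergent; Incubation: 20 min at room temperature, dark; Measured by: fluorescence, 480/540 nm.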
# Rpn11 inh = Rpn11 (PSMD14) deubiquitinase inhibitors, primary screen, biochemical, fluorescence polarization, uHTS; 26S proteasome non-ATPase regulatory subunit 14 (Homo sapiens), O00487; human 26S proteasome, Ub4-pepOG fluorescence polarization; 20S core pre-blocked with epoxomicin; calls only at 20 µM; actives 0.59% (n = 360,000); AID 588493, 2011;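 active = inhibition at 20 µM, scaled to each plate's controls, above about 33%, limit read from the data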
# Target sequence (O00487 whole entry, looked up): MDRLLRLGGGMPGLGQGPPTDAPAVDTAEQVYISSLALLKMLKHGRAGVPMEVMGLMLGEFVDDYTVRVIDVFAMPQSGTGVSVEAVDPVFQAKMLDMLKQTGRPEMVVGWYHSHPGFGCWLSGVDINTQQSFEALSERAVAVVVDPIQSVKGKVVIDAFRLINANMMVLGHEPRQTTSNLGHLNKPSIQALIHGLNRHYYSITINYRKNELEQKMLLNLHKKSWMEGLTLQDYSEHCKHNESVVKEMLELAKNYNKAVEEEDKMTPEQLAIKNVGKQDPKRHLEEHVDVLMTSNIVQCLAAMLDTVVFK
# PABP1 MLLE inh = inhibitors of PABP1 MLLE–PAM2 peptide binding, primary screen, biochemical, fluorescence polarization, FITC-PAM2, GST-MLLE | Polyadenylate-binding protein 1 (Homo sapiens), P11940 | inhibition, % at 20 µM | actives 0.36% (n = 360,000); in the data active = inhibition above about 35%, passing the limit was not always enough;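 note: plate controls were DMSO wells with GST-MLLE for no effect and wells lacking GST-MLLE protein for full effect; some results filed as inactive read as strong as hits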
# TbMetRS inhib = T. brucei MetRS inhibitors, primary screen, biochemical, luminescence; inhibition, % at 11.9 µM; purified T. brucei MetRS, ATP depletion, Kinase-Glo luminescence; actives 0.4% (n = 360,000);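 active = inhibition above a per-plate cutoff of the control wells' mean inhibition plus 3 SD, cut at about 5.5% in these data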;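 note: 0% = DMSO wells median and 100% = median of wells with control inhibitor compound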
#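 Dosing: 11.9 µM compound single dose, 0.9% DMSO; Assay system: purified T. brucei MetRS enzyme; Measured by: Kinase-Glo luciferase luminescence reporting remaining unconsumed ATP; Schedule: 15 min plus 2 h at 25 °C.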
# * = called active by the depositor; i = inactive; . = not tested or not shown. Rows were taken by chance (roughly 3.6% active in at least one column).
SMILES,Scp-1 inhibitor,DNMT1 block,LMPTP block,NadD block,CSN deneddyl inh,SUMO1-SIM PPI,STEP inh,Rpn11 inh,PABP1 MLLE inh,TbMetRS inhib
O=C1NC[C@H](Cc2ccc(O)cc2)N(C[C@H]2CCCN2C[C@H](Cc2ccccc2)N2C[C@H](Cc3ccccc3)N(CCc3ccccc3)C(=O)C2=O)C1=O,.,-4.1,0.8,24.0,-2.6,6.4,1.5,i,10.7,-0.5
CCOc1ccc(C(=O)Nc2cccc3nsnc23)cc1[N+](=O)[O-],6.9,36.8,11.3,2.2,1.4,0.8,4.0,i,-11.2,-1.0
O=C(CCCC(=O)OCC(Cl)=C(Cl)Cl)Nc1ccccc1F,-2.1,-0.8,0.1,-5.7,1.6,0.3,-1.8,i,-0.1,-0.3
COc1ccc(N(CC(=O)Nc2cc(C)on2)S(=O)(=O)c2ccc(Cl)cc2)cc1,-4.6,-5.2,1.5,-0.5,-0.9,1.6,1.6,i,11.9,-0.5
Fc1ccc(Oc2cnns2)cc1,0.7,2.1,-0.5,-7.0,5.4,0.6,-1.6,i,1.3,0.3
CCOC(=O)c1ccc(NC(=O)CSc2nnc(NC(=O)c3ccc(S(=O)(=O)N4CCOCC4)cc3)s2)cc1,3.3,6.7,-0.1,22.8,0.0,0.9,1.8,i,-6.0,-0.4
Cc1cc(=O)[nH]c(SCC(=O)Nc2ccccc2C#N)c1C#N,-1.3,-0.3,-1.2,3.0,10.2,17.0,0.7,i,-34.2,0.7
CC1(C)CC(=O)c2sc(N3CCCCC3)nc2C1,-0.1,-0.1,-1.4,-3.5,-0.3,-6.2,-2.6,i,5.9,-1.0
Nc1nc(CN2CCN(Cc3ccccc3)CC2)nc(N2CCCc3ccccc32)n1,-4.0,-2.3,-0.3,2.5,3.9,2.4,-1.1,i,7.0,-0.5
CC(C)(C)n1ncc2c(=O)n(CC(=O)NCc3ccccc3Cl)cnc21,0.8,-0.3,0.6,1.3,-7.6,-2.8,2.0,i,1.6,-0.2
COc1cc(/C=N/NC(=O)c2ccncc2)ccc1OC(=O)c1cccc(F)c1,-4.8,-1.3,1.9,0.2,0.1,-12.5,1.5,i,-12.9,0.0
Cc1cc(=O)oc2cc(OCC(=O)NC3CCCCC3)c(Cl)cc12,-3.8,1.3,-0.6,1.9,-1.7,-14.3,0.1,i,2.8,-0.3
CN(Cc1cccc(Cl)c1Cl)C(=O)c1ccccc1SCC(=O)N1CCCC1,-4.9,-3.5,0.0,2.2,2.2,5.3,1.0,i,-3.6,-0.4
Clc1ccccc1CSc1nnc(Cn2cnc3ccccc32)n1-c1ccccc1,-3.6,-3.0,1.4,0.0,-0.6,0.7,-3.3,i,5.0,-0.2
CCOC(=O)C1(O)CC(C)=NN1C(=O)c1cccc(Br)c1 (centres undefined),0.1,1.9,-1.1,1.9,-4.6,-0.9,-0.3,i,-7.4,-1.0
CC(CN1CCN(CC(C)C(=O)c2ccccc2)CC1)C(=O)c1ccccc1 (centres undefined),-18.1,2.3,-5.5,-4.2,-1.8,1.5,-3.2,i,2.9,-0.2
CC(C)c1ccc2[nH]c(O)c(N=NC(=O)c3cccc(S(=O)(=O)Nc4cccc(Cl)c4)c3)c2c1,5.8,11.1,-1.5,34.8*,0.4,-5.1,-0.3,i,-7.0,0.2
CC1(Cc2cccc(C(F)(F)F)c2)C(=O)Nc2c(Cl)ccc(Cl)c21 (centres undefined),.,6.9,3.3,-3.8,4.7,6.3,1.3,i,-1.7,-0.3
COc1ccccc1CN1C(=O)C(=O)N(Cc2cccc(C)c2)C1=O,-8.4,-0.4,0.1,-6.1,2.0,1.9,1.0,i,6.9,-0.7
O=C(O)/C=C/c1ccc(S(=O)(=O)Nc2ccccc2C(=O)Nc2ccc(F)cc2)cc1,-11.7,1.5,-1.0,-8.6,3.9,32.0,0.7,i,-1.6,0.4
CCN(CC(=O)Nc1c(F)cccc1F)C(=O)C1CCN(S(=O)(=O)c2ccccc2C(=O)OC)CC1,-5.5,-7.4,-9.3,2.8,-3.5,-40.0,-0.8,i,7.0,0.1
COc1ccc(C(c2c(NC(=O)c3ccco3)sc(C)c2C)N2CCOCC2)cc1 (centres undefined),-1.2,-6.7,4.6,0.0,-1.4,2.4,-1.1,i,13.5,-0.4
Cc1ccc2nc(/C(C#N)=C\c3ccc(N4CCOCC4)o3)[nH]c2c1,-3.6,0.3,13.6,1.3,-9.9,-86.0,-9.5,.,i,0.2
O=C(NCc1ccco1)c1ccc(Cl)c(S(=O)(=O)N2CCOCC2)c1,-4.7,2.4,-0.6,9.8,2.0,-2.1,0.3,i,-4.6,0.5
CC1CCN(C(=O)CSc2nc3c(c(=O)n2C)SC(C)C3)CC1 (centres undefined),-4.8,66.7*,-0.6,-1.7,-1.7,1.1,0.6,i,7.4,0.2

# An excerpt from above in order of length of the SMILES, falling.
SMILES,Scp-1 inhibitor,DNMT1 block,LMPTP block,NadD block,CSN deneddyl inh,SUMO1-SIM PPI,STEP inh,Rpn11 inh,PABP1 MLLE inh,TbMetRS inhib
CCOC(=O)c1ccc(NC(=O)CSc2nnc(NC(=O)c3ccc(S(=O)(=O)N4CCOCC4)cc3)s2)cc1,3.3,6.7,-0.1,22.8,0.0,0.9,1.8,i,-6.0,-0.4
CC1(Cc2cccc(C(F)(F)F)c2)C(=O)Nc2c(Cl)ccc(Cl)c21 (centres undefined),.,6.9,3.3,-3.8,4.7,6.3,1.3,i,-1.7,-0.3
O=C(NCc1ccco1)c1ccc(Cl)c(S(=O)(=O)N2CCOCC2)c1,-4.7,2.4,-0.6,9.8,2.0,-2.1,0.3,i,-4.6,0.5
CCOc1ccc(C(=O)Nc2cccc3nsnc23)cc1[N+](=O)[O-],6.9,36.8,11.3,2.2,1.4,0.8,4.0,i,-11.2,-1.0
Cc1cc(=O)[nH]c(SCC(=O)Nc2ccccc2C#N)c1C#N,-1.3,-0.3,-1.2,3.0,10.2,17.0,0.7,i,-34.2,0.7
Fc1ccc(Oc2cnns2)cc1,0.7,2.1,-0.5,-7.0,5.4,0.6,-1.6,i,1.3,0.3

# The results go on.
SMILES,Scp-1 inhibitor,DNMT1 block,LMPTP block,NadD block,CSN deneddyl inh,SUMO1-SIM PPI,STEP inh,Rpn11 inh,PABP1 MLLE inh,TbMetRS inhib
COc1ccc2[nH]c3c(c2c1)CCN1C(=O)C(CC(=O)NCC24CC5CC(CC(C5)C2)C4)C[C@H](C(=O)N(C(C)C)C(C)C)[C@@]31C (some centres undefined),1.3,-5.1,0.6,-3.0,3.7,2.5,-0.1,i,-2.9,0.1
COc1ccc(NC(=O)CNCc2cccs2)c(OC)c1,.,6.9,-1.4,-7.7,2.8,0.3,0.5,i,3.6,0.0
CCCCOc1cc(=O)[nH]c(=O)[nH]1,-5.0,-0.7,-1.1,-6.7,2.0,1.4,4.3,i,3.0,-0.5
CC(C)(C)NC(=O)C(c1ccc(O)cc1)N(C(=O)CCC(=O)Nc1ccccn1)c1ccc(F)cc1 (centres undefined),-0.6,-0.4,-0.4,-7.6,4.2,10.8,-2.4,i,-3.9,-0.8
Cc1c(C(=O)NCc2ccc3c(c2)OCCO3)sc(=O)n1Cc1ccccc1C#N,.,-1.3,0.8,-4.6,-1.0,4.5,2.7,i,3.4,-0.6
CN(C)CCCNC(=O)C(=O)NCC1CCCO1 (centres undefined),-5.2,3.9,-4.4,-1.2,-4.9,3.9,-0.3,i,2.8,-0.1
CCc1nonc1NC(=O)c1oc2cc(C)c(C)cc2c1C,3.1,13.4,-1.1,2.7,5.6,-1.9,-1.1,i,-1.7,-0.2
COc1ccc(N2C(=O)C(F)(F)C2c2ccccc2F)cc1 (centres undefined),-10.6,3.5,0.6,-23.7,-2.9,2.3,2.9,i,11.9,-0.6
Cc1cc(NC(=O)c2ccc(Cn3cc([N+](=O)[O-])cn3)o2)no1,-1.8,1.4,-0.2,0.7,1.0,-1.3,-0.6,i,-2.7,-0.2
COC(=O)C[C@H]1CC[C@@H](NC(=O)Nc2ccc3c(c2)OCO3)[C@@H](CO)O1,.,.,-3.4,.,-5.9,-3.0,.,.,.,-1.3
O=S(=O)(N1CCOCC1)N1CCOCC1,-5.7,-0.7,-0.1,-6.7,0.6,0.9,1.7,i,-4.6,0.6
O=C1/C(=C\c2ccco2)NC(=S)N1c1ccccc1,-0.8,-1.6,2.3,10.3,7.6,11.8,-0.6,i,1.4,0.4
Cc1cc(C)n2nc(C(=O)OCC(=O)Nc3cc(Cl)ccc3C)nc2n1,5.8,1.1,-0.5,-4.1,-2.5,0.5,-3.4,i,-1.5,-0.6
Cc1ccc2c(C)cc[n+](CCCS(=O)(=O)[O-])c2c1,-4.8,0.9,0.1,1.8,-1.5,-9.0,1.7,i,15.9,-0.1
O=C(NNC(=O)C1CC=CCC1)c1ccccc1Cl (centres undefined),-0.8,6.7,-0.5,-4.0,2.1,5.5,-5.5,i,-7.2,-0.8
COc1ccccc1NC(=O)CSC1=NC(=O)C(Cc2ccccc2)C(=O)N1 (centres undefined),-5.8,0.1,-1.2,-5.1,-3.9,7.2,-0.5,i,4.9,-0.6
C[n+]1c(-c2ccccc2)sc([S-])c1-c1ccccc1,7.4,2.6,6.3,4.6,1.3,-5.2,1.9,i,22.9,-0.2
CC(C)Nc1ncnc2c1ncn2[C@H]1CN(Cc2ccco2)C[C@@H](CO)O1,.,-1.1,-0.4,3.6,-1.0,1.0,2.7,i,11.3,-0.1
CCCC[C@H]1C2=C3[C@@H](CC(C(=O)OC)=C[C@@H](C(=O)OC)[C@H]3C(C)(C)C2=O)n2c(=O)n(-c3ccccc3)c(=O)n21,-12.4,2.6,-0.1,-0.9,-6.4,-2.2,1.3,i,-6.8,-0.4
